Assay outcomes from PubChem BioAssay.
mcGAS RapidFire = inhibitors of Mus musculus cyclic GMP-AMP synthase, initial high-throughput assay, cell-free, RapidFire MS; 0.18% of 130,000 active; AID 1259397, 2018; recombinant mouse cGAS, cGAMP by RapidFire MS; inhibition, % at 12.5 µM;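 active = inhibition of cGAS enzyme activity at or above 60%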;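 note: enzyme stimulated by 45 bp dsDNA with ATP and GTP substrates; cGAMP share of summed cGAMP plus half ATP and half GTP signals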
Target sequence (Q8C6L5 whole entry, looked up): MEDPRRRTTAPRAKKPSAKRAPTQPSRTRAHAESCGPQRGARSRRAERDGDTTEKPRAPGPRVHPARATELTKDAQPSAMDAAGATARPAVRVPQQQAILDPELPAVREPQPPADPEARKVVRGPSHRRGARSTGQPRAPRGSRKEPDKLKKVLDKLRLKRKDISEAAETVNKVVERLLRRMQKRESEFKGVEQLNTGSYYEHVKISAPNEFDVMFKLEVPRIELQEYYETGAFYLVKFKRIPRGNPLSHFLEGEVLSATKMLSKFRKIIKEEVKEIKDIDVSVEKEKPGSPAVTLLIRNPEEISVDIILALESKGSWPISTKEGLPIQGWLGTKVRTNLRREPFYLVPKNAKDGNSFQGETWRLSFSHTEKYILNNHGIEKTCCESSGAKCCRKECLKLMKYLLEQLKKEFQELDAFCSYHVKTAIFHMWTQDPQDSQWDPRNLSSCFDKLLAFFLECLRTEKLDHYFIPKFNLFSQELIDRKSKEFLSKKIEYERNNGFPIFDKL
* marks the source's active call; other numbers are inactive results; & = joins results of further samples. An excerpt, so the mix of outcomes need not match the whole.

mcGAS RapidFire	Compound
-5.3	CC(C)n1cc(C(=O)NCc2cccnc2N(C)C)cn1
-13.5	CC(c1ccccc1)N(C)C(=O)CN1CCCN(S(C)(=O)=O)CC1 (stereo unspecified)
-12.8	O=S(=O)(c1ccc2ccccc2c1)N1CCCC(c2nc(-c3cccc(Cl)c3)no2)C1 (stereo unspecified)
-0.2	COc1cc(OC)cc(C(=O)N(c2ccccc2)c2nc(C)cs2)c1
0.4	COCCCNc1nc2nonc2nc1N(C)Cc1ccncc1C
-17.7	O=C(Nc1ccccc1)C(NC1CCS(=O)(=O)C1)c1ccccc1 (stereo unspecified)
14.1	CCO[C@H]1COC[C@@H]1NC(=O)C(=O)c1ccco1
3.7	C=CCn1c(SCCCC)nc2c1c(=O)n(C)c(=O)n2C
-12.1	C=CCNC(=O)Cc1cccc(N(Cc2ccc(F)cc2)C(=O)CC(C)C)c1
-5.1	O=C(CSc1nnc(NC(=O)COc2ccc(Cl)cc2Cl)s1)Nc1nccs1
-8.0	CCN(CC)CCN(Cc1ccccc1)C(=O)c1coc(Br)c1
-7.8	OCC1(CCOc2ccccc2)CCCN(Cc2cccc3ncccc23)C1 (stereo unspecified)
-1.3	CN1CCN(c2nc3c(c(=O)n(C)c(=O)n3C)n2Cc2ccccc2Cl)CC1
-24.1	O=C(Cc1ccc2c(c1)OCCO2)OCc1nnsc1Cl
-6.5	O=C(CC1NC2CCCCC2NC1=O)Nc1ccccc1 (stereo unspecified)
-4.9	CCOc1nc(-c2cc(OC)c(OC)c(OC)c2)n(S(=O)(=O)c2cccc(C(F)(F)F)c2)n1
2.7	Cc1cccc(Oc2ccc(N(Cc3cccnc3)C(=O)NC(C)(C)C)cn2)c1C
3.8	Cc1cc(-n2cncn2)ccc1C(=O)Nc1ccnc(N(C)C)n1
-4.4	O=C1CCCc2nc3oc4ccccc4c(=O)c3cc21
-11.4	Cc1ccccc1CCN1CCC(CN(C(=O)c2nonc2C)C2CCCC2)CC1

(next part)
mcGAS RapidFire	Compound
-6.8	CC(C)(O)C1CCCN(c2ncc(F)c(N3CCCC3)n2)C1 (stereo unspecified)
13.3	Cc1ccc(NC(=O)C(C)OC(=O)Cn2cnc3c(cnn3C)c2=O)cc1 (stereo unspecified)
-8.1	COc1cccc(CN2CCC2(C)C(=O)NCc2ccc(C(F)(F)F)cc2)c1OC (stereo unspecified)
-16.6	COc1ccc(Cc2nc3ccc(C(=O)NC(C)c4csc(C)n4)cc3o2)cc1 (stereo unspecified)
-29.3&-11.3	Cc1cccn2c(CC(=O)N(C)C(C)c3nccs3)cnc12 (stereo unspecified)
6.2	COc1ccccc1C(C)NC(=O)c1n[nH]c(=O)c2ccccc12 (stereo unspecified)
-1.2	CCNC(=O)C1(C)CCCCN1Cc1cccc(OC)c1 (stereo unspecified)
-4.2	Cc1cc(C(=O)N2CCCC(NC(=O)C(C)C)C2)c2c(C)nn(C)c2n1 (stereo unspecified)
6.1	CCCCc1nc(Cl)c(CN2CCN(C)C(C(=O)O)C2)[nH]1 (stereo unspecified)
-9.8	CN1CCCC2(CCN(C(=O)C3(c4ccccc4F)CC3)C2)C1=O (stereo unspecified)
-4.5	CCCc1noc(CN2CCN(c3cnn(C)c3)C(=O)C2)n1
-10.6	CNc1cc2c(Nc3cccc(Br)c3)ncnc2cn1
-8.2	C=CCn1c(=O)c2c(nc3n(C4CCCCC4)c(C)c(C)n23)n(C)c1=O
-11.5	CC1N=C(C(=O)N(C2CCCCC2)C2CC2)NN(c2ccccc2)C1=O (stereo unspecified)
-19.7	CC(=O)Nc1ccc(F)c(C(=O)N2c3ccccc3OCC2C)c1 (stereo unspecified)
-11.0	Cc1ccc(F)c(S(=O)(=O)NC(=O)C2(C)CCN2C(=O)C/C=C/c2ccccc2)c1 (stereo unspecified)
-3.0	O=C(NNC(=O)c1ccco1)NC1CCCCC1
-31.0	CNC(=O)c1ccc(CN(Cc2csc(C3CCCC3)n2)C2CC2)cc1
25.1	O=C(Nc1nncs1)c1cnn(Cc2ccccc2Cl)c1
3.6	CC(=O)NCc1ccc(S(=O)(=O)N2CCN(Cc3c(C)noc3C)CC2)cc1

Next part.
mcGAS RapidFire	Compound
13.3	CC(=O)NCCNS(=O)(=O)NCc1ccccc1
-3.3	CN1C(=CC=C(C#N)c2nnc3n2CCCCC3)C(C)(C)c2ccccc21
-1.7	CC(C)CCn1c(CN2CCOCC2)nc2c1c(=O)n(C)c(=O)n2C
-2.7	c1ccc(-n2ncc3c(N4CCCNCC4)nc(C4CCOCC4)nc32)cc1
-5.0	Cc1cn2c3c(=O)n(CC=Cc4ccccc4)c(=O)n(C)c3nc2n1CCN1CCOCC1
-4.0	CN1CCN2C[C@@H](NC(=O)c3cnc(N4CCOCC4)nc3)C[C@H]2C1
-2.8&10.5	CSc1nnc2sc3ccccc3n12
-9.2	Cc1ccc(C)c(OCC(O)CNC(C)C(C)C)c1C (stereo unspecified)
7.3	Cc1cc(N2C(=O)C(C)NC2=S)ccc1-n1cnnn1 (stereo unspecified)
-32.6	CC1=C(C(=O)N2CCN(Cc3ccc(C)cc3)C(=O)C2)C(C)NC(=O)N1 (stereo unspecified)
-0.1	COc1ccc(C(=O)NC(=S)Nc2ccc(S(N)(=O)=O)cc2)cc1Br
-13.7	c1ccc(C(NCc2cccnc2)(c2ccccc2)c2ccccc2)cc1
-3.6	C=C(C)Cn1c(SCCC(C)C)nc2c1c(=O)[nH]c(=O)n2C
1.6	Cc1cc(Cl)c(C#Cc2ccccc2)c(=O)o1
-8.0	CC(C)C(=O)N1CCN(c2cccc(Br)c2)C(=O)C1C (stereo unspecified)
-8.7	Oc1oc(-c2cccc3ccccc23)nc1C=Nc1ccc(-c2ccccc2)cc1
5.9	O=C(NCCSc1ccc(Cl)cc1)c1ccc2c(=O)n3c(nc2c1)CCC3
-24.4	O=C1CNC(=S)N1Cc1ccccc1OC(F)(F)F
2.1	Cc1csc(C(O)(CC(=O)N2CCCC(C)CC2)C(F)(F)F)n1 (stereo unspecified)
10.2	O=C(Nc1cccc([N+](=O)[O-])c1)N1CCC(CCc2ccccc2)CC1

Some of these compounds in order of length of the SMILES, ascending:
mcGAS RapidFire	Compound
-7.8	OCC1(CCOc2ccccc2)CCCN(Cc2cccc3ncccc23)C1 (stereo unspecified)
-4.2	Cc1cc(C(=O)N2CCCC(NC(=O)C(C)C)C2)c2c(C)nn(C)c2n1 (stereo unspecified)
-32.6	CC1=C(C(=O)N2CCN(Cc3ccc(C)cc3)C(=O)C2)C(C)NC(=O)N1 (stereo unspecified)
-5.0	Cc1cn2c3c(=O)n(CC=Cc4ccccc4)c(=O)n(C)c3nc2n1CCN1CCOCC1

Next part:
mcGAS RapidFire	Compound
-23.9	CC(C)c1nc(C(=O)N2CC[C@@H](c3ccc4c(c3)OCO4)[C@H](O)C2)cs1
-2.2	Cc1cc(C)cc(NC(=O)c2sccc2S(=O)(=O)NC2CC2)c1
-2.7	CN(Cc1cccc(F)c1)Cc1c(O)ccc2ccccc12
-9.1	C=CCNc1nnc(Cc2ccc(OCC)cc2)c(=O)[nH]1
-1.4	O=C(OC1(C2CC2)CC1)c1ccc(-n2cncn2)cc1
-3.3	CC1CN(CCN=C(NC2CC2)N2CCOCC2)CC(C)O1 (stereo unspecified)
-2.6	CN1CCN(C(=O)CCC2CCCN(C(=O)CCc3cccc(Cl)c3)C2)CC1 (stereo unspecified)
-9.0	COc1ccc(Cl)cc1C(=O)C=Cc1cccs1
4.4	O=[N+]([O-])c1ccc(N=Nc2c(O)n(Cc3ccc(Cl)cc3Cl)c3ccccc23)cc1
-13.9	Cc1ccc(-c2nn(-c3ccccc3)cc2C2NCCc3[nH]cnc32)o1 (stereo unspecified)
-14.8	COCC1(C(=O)N2CCNC(=O)[C@@H]2Cc2ccccc2)CCC1
-9.7	CSc1ccc(CN2CCCC(CCC(=O)NC3CC3)C2)cc1 (stereo unspecified)
-12.1	O=C(O)CC1C(=O)NCCN1Cc1cccc(Oc2ccccc2)c1 (stereo unspecified)
-4.8	CCC(CC)NC(=O)c1ccc2c(c1)CCCN2S(C)(=O)=O
-9.1	CC1(C(=O)NCc2cccc(C(F)(F)F)c2)CCN1Cc1ccc(-c2ccccc2)o1 (stereo unspecified)
-2.5	O=C(Nc1nc(CN2CCOCC2)cs1)C1(c2ccc(F)cc2)CC1
-3.8	C=CC(C(C)(C)O)S(=O)(=O)c1ccc(C)cc1 (stereo unspecified)
-3.5	COCCCn1c(-c2ccc(OC)cc2)nc2oc3ccccc3c(=O)c2c1=O
-10.0	COCCN(CC1CCN(Cc2ccccc2F)CC1)C(=O)c1cnc(C)cn1
-12.1	COCCCNC(=O)Nc1ccc(-n2cncn2)c(C(F)(F)F)c1

Sorted by the number under mcGAS RapidFire (ascending): three of the compounds above
canonical_smiles | mcGAS RapidFire
C=CCNc1nnc(Cc2ccc(OCC)cc2)c(=O)[nH]1 | -9.1
COCCCn1c(-c2ccc(OC)cc2)nc2oc3ccccc3c(=O)c2c1=O | -3.5
O=[N+]([O-])c1ccc(N=Nc2c(O)n(Cc3ccc(Cl)cc3Cl)c3ccccc23)cc1 | 4.4

Following part
mcGAS RapidFire	Compound
-8.1	COc1ccc(Cc2nnc3n2N(C(C)=O)C(c2ccc(Br)cc2)=C(C(C)=O)S3)cc1
-3.3	CN(C)C(=O)C(c1ccccc1)n1nnc(-c2ccc(F)cc2)n1 (stereo unspecified)
-2.7	CCOC(=O)C1(Cc2cccc(OC)c2)CCN(Cc2cccc(OC)c2O)CC1
2.0	O=S(=O)(NCC1CCN(Cc2ccco2)CC1)c1cc(F)ccc1F
8.4	CON(C)C(=O)c1ccc(C(C)(C)C)cc1
-14.2	CCCc1oncc1C(=O)N1CCCC(N2CCc3ccccc3C2)C1 (stereo unspecified)
-11.7	COc1cccc(Oc2cc(-c3ccccc3)nc(SCc3ccccc3)n2)c1
-0.9	COc1ccc(-c2cnccc2C)c(OC)c1
2.6	CC1CN(C)CCN1C(=O)c1cn(C)nc1-c1cccnc1 (stereo unspecified)
-12.6	CC(=O)N(O)[C@@H]1c2cc(C#N)ccc2OC(C)(C)[C@H]1O
-4.8	Cc1cc(CN2CCC(n3cc(-c4cc(F)cc(F)c4)nn3)CC2)n[nH]1
-18.9	COc1cccc(OC)c1CNC(=O)CC1NC(=O)c2ccccc21 (stereo unspecified)
-17.9	CCc1nc(CN2CC[C@@](C)(O)[C@@H](Cc3ccccc3)C2)c(C)[nH]1
-7.2	Cc1cc(C)n(CC(=O)NC2CCCN(C3CCN(C)CC3)C2)n1 (stereo unspecified)
-3.6	CCCOc1ccc(NC(=O)CC2SC(N3CCOCC3)=NC2=O)cc1 (stereo unspecified)
-5.3	CC(=O)c1ccccc1-c1cnc(-n2cnnc2)cc1C
0.4	Cc1[nH]c(=O)c(C#N)c(C)c1CSCc1ccco1
-2.9	C=CCn1c(-c2ccc(OC)cc2)n[nH]c1=S
-1.8	CC(c1cccc(Cl)c1)N(C)CCC(=O)N1CCC1 (stereo unspecified)
-6.8	C/C(=C/C(=O)N(Cc1ccco1)c1ccc(F)cc1)C1CC1

Further compounds.
mcGAS RapidFire	Compound
-13.0	Cc1nsc(NC(=O)N2CCOc3ccc(Cl)cc3C2)n1
-3.5	CN1CC(C(=O)Nc2ccc3nc(C4CC4)oc3c2)CC1=O (stereo unspecified)
-12.0	CNC(=O)c1ccc(CN2CCC=C(CNC(=O)N3CCCC3)C2)o1
-8.5	CCOc1ccc(C(=O)Oc2c(I)c(OCC)cc(OCC)c2C(C)=O)cc1
1.6	CC(C)CS(=O)(=O)Nc1ccc2c(c1)C(=O)Nc1ccccc1O2
-11.0	Cc1ccc(-n2ncc3c(=O)n(NC(=O)c4cccc5ccccc45)cnc32)cc1C
-16.4	COc1cc(CSc2nncn2C)c(OC)cc1Br
-0.5	Cc1nc(COP(=O)(O)O)cc(CN(CCN(CC(=O)O)Cc2cc(COP(=O)(O)O)nc(C)c2O)CC(=O)O)c1O.[Mn]
-3.3	Cc1c(C(=O)Nc2ccncc2)cnn1Cc1ccccc1
-13.8	O=C(NCCc1nc(C(F)(F)F)cs1)N1CCCCCC1
-7.4	CCN(C(=O)c1cc(C)c(-c2ccc(F)cc2)s1)C1CCC1
-2.7&7.4	CO[C@@]1(NC(=O)C(C(=O)O)c2ccc(O)cc2)C(=O)N2C(C(=O)O)=C(CSc3nnnn3C)CO[C@@H]21 (stereo partly specified)
-10.2	Cn1nc(C2CCC2)cc1NC(=O)c1cc(Br)cnc1Cl
-8.1	COCCN1CC(C(=O)NCc2scnc2-c2ccccc2)CCC1=O (stereo unspecified)
-8.4	COc1ccc(C)c2sc(NC(=O)c3ccccc3S(C)(=O)=O)nc12
-1.4	Cc1cc(C)cc(C(=O)N2CCC3(CCN(C)C3=O)CC2)c1
1.7	CN(C)c1ccc(CNS(=O)(=O)c2cc3c(cc2Br)OCCO3)cc1F
11.3	N#Cc1c(Cl)nsc1N1CCC(C(=O)Nc2ccccc2)CC1
-13.0	CN1CCCCC1CCNC(=O)c1ccc(NCc2cccc(F)c2)nc1 (stereo unspecified)
-0.3	Cc1ccc(C(=O)Nc2ccc(N(C)C)cc2)s1

A run of entries from the list above:
mcGAS RapidFire	Compound
11.3	N#Cc1c(Cl)nsc1N1CCC(C(=O)Nc2ccccc2)CC1
-13.0	CN1CCCCC1CCNC(=O)c1ccc(NCc2cccc(F)c2)nc1 (stereo unspecified)
-0.3	Cc1ccc(C(=O)Nc2ccc(N(C)C)cc2)s1

(list continues)
mcGAS RapidFire	Compound
-21.6	Cc1cccc(C2=NOCC(=O)N2C/C=C/c2ccccc2)c1
-3.5	COc1cc(N(C(=O)CCl)C(=O)CCl)cc(OC)c1OC
-1.7	O=C1N2CN(C3CCCCC3)CN3C(=O)N4CN(C5CCCCC5)CN1C4C23 (stereo unspecified)
-0.8	O=C(C1CC1(Cl)Cl)N1CCN(Cc2ccc(-c3cccc(F)c3)s2)CC1 (stereo unspecified)
-14.4	Cc1ccc(Nc2nc(N3CCOCC3)nc3nccnc23)cc1C
7.1	Cc1cc(N)[nH]c(=O)c1
-7.8	Cc1c(Cl)cccc1N=Cc1ccc(O)cc1O
2.6	COc1cccc(NC(=O)CCC2CCN(C(=O)c3scnc3C)CC2)c1
